mIAP inh: blocks mouse intestinal alkaline phosphatase; purified mouse IAP, CDP-Star luminescence, 30 min; inhibition, % at 10 µM; hit rate 0.2% among 330,000; AID 2806;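 active means inhibition of at least 40% at 10 µM in the primary screen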;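 further: plate controls were DMSO with enzyme for no effect and no enzyme wells for full effect; values of inactives mirror those of a sister screen read the other way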
mIAP act: mouse IAP activation | hit rate 0.24% among 330,000 | activation factor at 10 µM | muIAP, CDP-Star luminescence, 30 min; hits give high values; 1 = vehicle-only enzyme signal, 0 = enzyme-free wells;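 active means activation factor of at least 2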; further: the source names both 10 and 20 µM as test concentration; values of inactives mirror those of a sister screen read the other way
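Assay system: mouse IAP enzyme; Reagent: CDP-Star chemiluminescent phosphatase substrate; Compound: DMSO-dissolved test compounds; Incubation: 30 min, room temperature; Technique: luminescence from enzymatic CDP-Star hydrolysis; Controls: DMSO-only wells and no-enzyme negative control.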
A3G deaminase: blocks human APOBEC3G single-stranded DNA deamination. hit rate 0.28% among 330,000. Q9HC16. inhibition, % at 20 µM. recombinant A3G, ssDNA deamination FAM/TAMRA fluorescence;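 active means inhibition of at least 40% at 20 µM, with no more than 30% in the related APOBEC3A deaminase screen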;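 further: plate controls were DMSO wells with A3G for no effect and wells lacking A3G enzyme for full effect; some compounds called inactive have numbers as strong as hits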
Target sequence (Q9HC16 whole entry, looked up): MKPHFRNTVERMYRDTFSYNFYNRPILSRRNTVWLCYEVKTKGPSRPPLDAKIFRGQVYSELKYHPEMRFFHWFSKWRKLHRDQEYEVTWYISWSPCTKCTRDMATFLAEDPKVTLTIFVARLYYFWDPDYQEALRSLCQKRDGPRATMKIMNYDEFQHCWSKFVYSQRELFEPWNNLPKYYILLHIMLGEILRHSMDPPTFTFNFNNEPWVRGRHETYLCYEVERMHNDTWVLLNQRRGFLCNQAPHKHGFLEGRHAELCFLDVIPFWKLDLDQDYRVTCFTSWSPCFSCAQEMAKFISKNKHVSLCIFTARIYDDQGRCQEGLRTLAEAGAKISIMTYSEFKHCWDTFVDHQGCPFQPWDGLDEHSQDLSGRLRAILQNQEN
tim10-1 inh: inhibits growth of tim10-1 mutant yeast; S. cerevisiae tim10-1 ts strain growth, BacTiter-Glo, 24 h; inhibition, % at 20 µM; hit rate 2.2% among 330,000;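 active means inhibition of at least 40%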;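 further: mutant grown at 25 °C; 0% = DMSO wells with yeast and 100% = wells holding no yeast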
NALP3 yeast inh: NALP3 inhibition in yeast; Yeast reconstituted NLRP3/ASC/caspase-1, beta-gal luminescence, 24 h; inhibition, % at 10 µM; hit rate 0.39% among 330,000; AID 2825;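 active means inhibition of 50% or more; inactive means inhibition below 50%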;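 further: plate controls were induced DMSO wells for no effect and uninduced yeast grown without galactose for full effect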
hIAP inh: blocks human intestinal alkaline phosphatase | hit rate 0.12% among 330,000 | inhibition, % at 10 µM | P09923 | purified IAP, CDP-Star luminescence, 30 min | AID 2544;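 active means inhibition reaching a set limit with compound at 10 µM in the primary screen, cut at about 35% in these data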;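 further: plate controls were DMSO wells with enzyme for no effect and no-enzyme buffer wells for full effect; values of inactives mirror those of a sister screen read the other way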
Target sequence (P09923 whole entry, looked up): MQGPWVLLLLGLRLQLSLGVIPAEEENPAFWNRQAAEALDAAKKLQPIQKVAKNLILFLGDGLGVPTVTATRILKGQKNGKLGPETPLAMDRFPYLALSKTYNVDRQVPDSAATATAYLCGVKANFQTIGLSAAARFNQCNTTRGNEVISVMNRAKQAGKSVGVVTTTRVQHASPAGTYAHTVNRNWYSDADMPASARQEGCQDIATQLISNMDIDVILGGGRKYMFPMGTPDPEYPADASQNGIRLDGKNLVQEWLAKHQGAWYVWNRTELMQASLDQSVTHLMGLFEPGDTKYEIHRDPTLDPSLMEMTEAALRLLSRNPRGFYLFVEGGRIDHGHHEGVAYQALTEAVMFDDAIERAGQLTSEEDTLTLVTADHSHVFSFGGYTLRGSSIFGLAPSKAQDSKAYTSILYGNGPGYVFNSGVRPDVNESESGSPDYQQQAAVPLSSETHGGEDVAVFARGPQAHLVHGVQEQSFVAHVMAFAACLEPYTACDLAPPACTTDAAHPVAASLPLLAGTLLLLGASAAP
TIM10 inh: growth inhibitors of TIM10 yeast strain; S. cerevisiae TIM10 strain growth, BacTiter-Glo luminescence, 24 h; inhibition, % at 10 µM; hit rate 1.4% among 330,000; AID 463195;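 active means inhibition of 40% or more at the single tested concentration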;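 further: wild-type TIM10 isogenic control strain grown at permissive 25 °C; 0% = DMSO yeast wells and 100% = minimal medium wells without yeast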
MIN6 prolif: MIN6 beta-cell proliferation induction; MIN6 cells proliferation, ATPlite luminescence, 48 h; cells starved in 0.2% serum; 100% = growth in 10% serum; proliferation, % at 10 µM; AID 2380; hit rate 0.29% among 330,000;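 active means compounds whose signal lies at least 3.5 SD above the mean of all wells on their plate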;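 further: 0% = DMSO-treated cells in low-serum medium and 100% = 10% serum control; some compounds called inactive have numbers as strong as hits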
APOBEC3A inh: blocks human APOBEC3A ssDNA deamination | hit rate 0.41% among 330,000 | AID 493011 | inhibition, % at 20 µM | P31941 | recombinant A3A, FAM/TAMRA ssDNA deamination fluorescence;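 active means at least 40% inhibition at 20 µM here, with at most 30% in a related deaminase screen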;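 further: plate controls were A3A with DMSO for no effect and wells lacking A3A enzyme for full effect; some results filed as inactive read as strong as hits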
The depositor's hits bear a star. This is a subset. The share of hits here may be higher or lower than overall.

no. | molecule | mIAP inh | mIAP act | A3G deaminase | tim10-1 inh | NALP3 yeast inh | hIAP inh | TIM10 inh | MIN6 prolif | APOBEC3A inh
1 | COC(=O)C1=C(c2c(C)noc2C)C[C@@H]2CC[C@H]1N2C(=O)NCCOc1ccc(OC)cc1 | -2 | 1 | -9 | 6 | 9 | -8 | 7 | -5 | -1
2 | COc1ccc(OC)c(-n2c(O)c(/C=C3\C=Nc4ccccc43)c(=O)[nH]c2=O)c1 | 5 | 0.95 | -7 | 4 | 14 | 11 | -10 | -1 | -3
3 | CC1=C(C(=O)Nc2ccccc2)S(=O)(=O)CCO1 | -2 | 1 | 3 | 24 | 10 | -12 | 11 | -4 | -5
4 | COc1ccc(Oc2c(C)oc3cc(OC(=O)N(C)C)ccc3c2=O)cc1 | -3 | 1 | 0 | 8 | 17 | -2 | 6 | -2 | -4
5 | CCOC(=O)C1C2c3ccccc3O[C@@]1(C)N=C1SCC(=O)N12 (stereo partly drawn) | -8 | 1.1 | -7 | 11 | -13 | -4 | -2 | 1 | -2
6 | Cc1c2cnn(CC(=O)N3CCC4(CC3)OCCO4)c(=O)c2c(C)n1Cc1ccccc1Cl | 2 | 0.98 | -5 | 2 | 9 | -42 | -12 | 2 | -6
7 | CC(Cc1ccccc1)NC(=O)/C=C/c1ccc(Cl)cc1 (stereo not drawn) | 2 | 0.98 | -2 | 24 | 20 | -7 | 40 | -2 | -1
8 | Oc1ccc2ccccc2c1CN1CC=C(c2ccccc2)CC1 | -14 | 1.1 | -7 | 17 | -3 | -15 | 10 | 0 | -7
9 | O=c1c2ccccc2nc(-c2ccco2)n1-c1nccs1 | -3 | 1 | -2 | 26 | 13 | -6 | 20 | -1 | -1
10 | COC(=O)C1=C(c2ccc(OCc3ccccc3)cc2)C[C@@H]2CC[C@H]1N2C(=O)NCc1cccc(C(F)(F)F)c1 | -20 | 1.2 | -1 | 18 | 0 | -10 | 0 | -7 | 0
11 | c1ccc(C2CN3CCC2CC3)cc1 (stereo not drawn) | 4 | 0.96 | -9 | -15 | 9 | 12 | 3 | 0 | -2
12 | COc1ccc(NC(c2ccccc2F)P(=O)(Oc2ccccc2)Oc2ccccc2)cc1 (stereo not drawn) | 1 | 0.99 | -4 | 4 | 18 | 3 | -4 | -5 | 2
13 | Cc1ccccc1NC(=S)NC(NC(=O)CF)C(Cl)(Cl)Cl (stereo not drawn) | -6 | 1.1 | -9 | -3 | 8 | -9 | 11 | -2 | 4
14 | N#Cc1ccccc1Cn1cc(C(=O)c2cccs2)c2ccccc21 | 0 | 1 | -4 | 8 | 2 | 7 | 22 | -4 | -3
15 | COc1ccc(CC(C)NCCC(c2ccccc2)c2ccccc2)cc1 (stereo not drawn) | 1 | 0.99 | -4 | -11 | 48 | 2 | 7 | -4 | -3
16 | N#Cc1c(/N=C/c2c(O)n(Cc3ccco3)c(=O)[nH]c2=O)sc2c1CCCC2 | 64* | 0.36 | 35 | 2 | 10 | 9 | 7 | 1 | 55
17 | Cc1cccc(N2C(=O)NC(=O)/C(=C\c3cnn(-c4ccccc4)c3)C2=O)c1 | -1 | 1 | 2 | -3 | -3 | 6 | -1 | -1 | 3
18 | C=CCn1c(O)c(C(C)=NC2CCN(Cc3ccccc3)CC2)c(=O)[nH]c1=O | 7 | 0.93 | -8 | 0 | 23 | 10 | 4 | 0 | -1
19 | COc1ccc(Cn2c(N)c(C(=O)NCc3ccco3)c3nc4ccccc4nc32)cc1OC | 8 | 0.92 | -4 | 15 | 19 | -10 | 10 | 1 | -3
20 | CCN(CC)CCN=Cc1c(O)n(CCc2ccccc2)c(=O)[nH]c1=O | 1 | 0.99 | 0 | 4 | 24 | -4 | -21 | 2 | 9
21 | Oc1ccccc1CN(CCc1ccccc1)Cc1ccccc1 | 4 | 0.96 | -2 | 19 | 36 | 3 | 9 | -5 | 5
22 | COc1cc(OC)c(OC)cc1/C=C1\C(=O)NC(=O)N(Cc2ccccc2)C1=O | -6 | 1.1 | 1 | 21 | -5 | -13 | -17 | -3 | -1
23 | CC(C)CCN1CCN(Cc2c(F)cccc2Cl)CC1CCO (stereo not drawn) | 3 | 0.97 | -3 | 8 | 18 | -2 | 5 | 0 | -2
24 | CC(=NC1CCN(Cc2ccccc2)CC1)c1c(O)n(C)c(=O)n(C)c1=O | -7 | 1.1 | 0 | 1 | 13 | -16 | -9 | 2 | 2
25 | C[C@]12CCC3C(CC[C@H]4C[C@@H](O)CC[C@]34C)C1CC[C@@H]2OC(=O)[C@H](N)CCCCN (stereo partly drawn) | 1 | 0.99 | -8 | -65 | 66* | -4 | -132 | -6 | 1
26 | CCOP(=O)(Cc1ccc(C(=O)CC)o1)OCC | -11 | 1.1 | -7 | 5 | 16 | -1 | 1 | -1 | 0
27 | CCN(CC)CCO | -1 | 1 | -9 | 1 | 1 | 17 | -1 | 6 | -6
28 | c1ccc(CN2CCN(Cc3ccc4c(c3)OCCO4)CC2)cc1 | -3 | 1 | -2 | 1 | 11 | 5 | -10 | -4 | 0
29 | O=C(CN1CCOCC1)Nc1ccc(Br)cc1C(=O)c1ccccc1 | 12 | 0.88 | -10 | 40* | 10 | 12 | 35 | 5 | -4
30 | COc1ccccc1[As](=O)(O)CC(O)COc1ccc(Cl)cc1Cl (stereo not drawn) | -1 | 1 | -2 | 11 | 16 | -5 | -3 | 1 | -2
31 | COc1ccc(-c2nc3ccccc3c(=O)n2-c2nccs2)cc1 | 9 | 0.91 | -7 | 31 | 14 | -2 | 29 | 0 | -2
32 | Cc1cc(C(=O)OCC(=O)Nc2cccc(F)c2)c(C)n1C1CC1 | -23 | 1.2 | -8 | -7 | 9 | -2 | -10 | -1 | -3
33 | OC(c1ccncc1)(c1ccc(F)cc1)c1ccc(F)cc1 | 0 | 1 | -1 | 20 | -15 | 0 | 23 | -1 | -1
34 | CN1CCN(c2cc(N3CCCCCC3)c(F)cc2[N+](=O)[O-])CC1 | 19 | 0.81 | -2 | 17 | 25 | 3 | 12 | -2 | -1
35 | CN1CC=C(c2c[nH]c3ccccc23)CC1 | -17 | 1.2 | -4 | 3 | 4 | 9 | 0 | 0 | -3
36 | CCCCCCC(=O)N/N=C/c1c(O)n(C2CC2)c(=S)[nH]c1=O | 30 | 0.7 | -7 | 2 | 16 | -22 | -6 | -3 | -3
37 | CC(=O)c1ccc(OC(NC(=O)c2ccco2)C(Cl)(Cl)Cl)cc1 (stereo not drawn) | -4 | 1 | -2 | 9 | 2 | 8 | 11 | 7.2* | 2
38 | COc1cc(/C=C/c2nc3ccccc3c(=O)n2-c2cccc(O)c2)ccc1O | 11 | 0.89 | -59 | 27 | 6 | 23 | 16 | -5 | -40
39 | CN1CCN(c2cc(N3CCCC3)c([N+](=O)[O-])cc2F)CC1 | 4 | 0.96 | 1 | -11 | 22 | 9 | -1 | 1 | 2
40 | COc1ccc(-n2nc(C(=O)NCC(=O)N3CCC4(CC3)OCCO4)c3ccccc3c2=O)cc1Cl | 14 | 0.85 | -2 | 24 | 1 | 19 | 0 | 0 | 1

Laid out differently: results already given.
29: O=C(CN1CCOCC1)Nc1ccc(Br)cc1C(=O)c1ccccc1
30: COc1ccccc1[As](=O)(O)CC(O)COc1ccc(Cl)cc1Cl (stereo not drawn)
31: COc1ccc(-c2nc3ccccc3c(=O)n2-c2nccs2)cc1
32: Cc1cc(C(=O)OCC(=O)Nc2cccc(F)c2)c(C)n1C1CC1
33: OC(c1ccncc1)(c1ccc(F)cc1)c1ccc(F)cc1
34: CN1CCN(c2cc(N3CCCCCC3)c(F)cc2[N+](=O)[O-])CC1
35: CN1CC=C(c2c[nH]c3ccccc23)CC1
36: CCCCCCC(=O)N/N=C/c1c(O)n(C2CC2)c(=S)[nH]c1=O
Assay by compound	29	30	31	32	33	34	35	36
mIAP inh	12	-1	9	-23	0	19	-17	30
mIAP act	0.88	1	0.91	1.2	1	0.81	1.2	0.7
A3G deaminase	-10	-2	-7	-8	-1	-2	-4	-7
tim10-1 inh	40*	11	31	-7	20	17	3	2
NALP3 yeast inh	10	16	14	9	-15	25	4	16
hIAP inh	12	-5	-2	-2	0	3	9	-22
TIM10 inh	35	-3	29	-10	23	12	0	-6
MIN6 prolif	5	1	0	-1	-1	-2	0	-3
APOBEC3A inh	-4	-2	-2	-3	-1	-1	-3	-3

37: CC(=O)c1ccc(OC(NC(=O)c2ccco2)C(Cl)(Cl)Cl)cc1 (stereo not drawn)
38: COc1cc(/C=C/c2nc3ccccc3c(=O)n2-c2cccc(O)c2)ccc1O
39: CN1CCN(c2cc(N3CCCC3)c([N+](=O)[O-])cc2F)CC1
40: COc1ccc(-n2nc(C(=O)NCC(=O)N3CCC4(CC3)OCCO4)c3ccccc3c2=O)cc1Cl
Assay by compound	37	38	39	40
mIAP inh	-4	11	4	14
mIAP act	1	0.89	0.96	0.85
A3G deaminase	-2	-59	1	-2
tim10-1 inh	9	27	-11	24
NALP3 yeast inh	2	6	22	1
hIAP inh	8	23	9	19
TIM10 inh	11	16	-1	0
MIN6 prolif	7.2*	-5	1	0
APOBEC3A inh	2	-40	2	1

(listing goes on)
no. | molecule | mIAP inh | mIAP act | A3G deaminase | tim10-1 inh | NALP3 yeast inh | hIAP inh | TIM10 inh | MIN6 prolif | APOBEC3A inh
41 | OCCNCCc1c[nH]c2ccc(OCc3ccccc3)cc12 | 4 | 0.96 | 2 | 27 | 10 | -4 | 0 | -3 | 2
42 | Cn1c(=O)cc(OCC(=O)N2CCC3(CC2)OCCO3)c2ccccc21 | -6 | 1.1 | -2 | 12 | 5 | 3 | -19 | -3 | 1
43 | Nc1cc(C(=O)Nc2ccc(Cl)cc2)ccc1N1CC2CC(C1)c1cccc(=O)n1C2 (stereo not drawn) | -8 | 1.1 | -6 | 6 | 6 | -27 | 3 | -2 | -3
44 | C#CC1(O)CCC2C3CCC4=C/C(=N/OCC(=O)NCC(=O)NC(C(=O)O)C(C)C)CC[C@]4(C)C3CC[C@@]21C (stereo partly drawn) | -1 | 1 | -6 | 10 | 10 | 6 | -4 | 1 | 0
45 | CC(C)c1onc(C(=O)N2CCC3(CC2)OCCO3)c1[N+](=O)[O-] | -3 | 1 | 0 | -9 | 8 | -12 | 6 | -4 | 3
46 | CN1CCN(c2ccc(C(N)=O)cc2[N+](=O)[O-])CC1 | 1 | 0.99 | -3 | -1 | 14 | 2 | 16 | 0 | -4
47 | COC(=O)C1=C(c2cccc(OCc3ccccc3)c2)C[C@@H]2CC[C@H]1N2C(=O)NCc1ccc(Br)cc1 | -24 | 1.2 | -6 | 20 | 13 | -16 | 13 | -6 | 0
48 | COc1cc(OC)c(OC)cc1CNCCc1ccc2c(c1)OCO2 | -5 | 1.1 | -1 | -17 | 31 | -22 | -6 | -1 | 0
49 | FC(F)(F)c1cccc(NC2=NCCCS2)c1 | 7 | 0.93 | -7 | -4 | 17 | -24 | -20 | 1 | -3
50 | COc1cccc(N2C(=O)/C(=C/c3ccc(C)o3)C(=O)NC2=S)c1 | 16 | 0.84 | 7 | 22 | 9 | -24 | 16 | -1 | 9
51 | COc1ccc2ccccc2c1CNCCc1ccccc1 | -8 | 1.1 | -6 | -8 | 15 | -11 | -7 | -2 | -2
